Screens: PubChem, several laboratories
CF NFkB inh = blocks PAF-induced NF-kB reporter in cystic fibrosis cells; AID 588850; KKLEB NF-kB-GFP reporter, GFP fluorescence overnight; inhibition, % at 5 µM; 360,000 tested, 0.86% active;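 active = at least 50% inhibition at 5 µM, scaled per plate between neutral and stimulator controls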;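 note: PAF is a Pseudomonas aeruginosa culture filtrate used as stimulus; plate controls were PAF-stimulated DMSO wells for no effect and unstimulated DMSO wells for full effect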
TWEAK Fn14 block = inhibitors of TWEAK-Fn14 interaction signaling; TWEAK-stimulated Fn14 reporter cells, luciferase luminescence, 8 h; inhibition, % at 10 µM; 360,000 tested, 2% active; in the data active = inhibition above about 50%
Shn3 3UTR inh = reduces Shn3 3'UTR luciferase signal in osteoblasts; 360,000 tested, 0.52% active; inhibition, % at 12.5 µM; AID 588674; Clone20 osteoblast Shn3 3'UTR firefly luciferase, 24 h;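 active = mean inhibition of at least 75% with every replicate also reaching 75%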;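 note: 0% = median of neutral control wells and 100% = pilot-screen positive control compound; some compounds past the cut are filed as inactive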
KKLEB tox = reduces viability of KKLEB cystic fibrosis airway cells | KKLEB CF airway cells viability, ATPlite luminescence, overnight; stronger effect = lower value; cells stimulated with P. aeruginosa culture filtrate | AID 602141 | 360,000 tested, 0.36% active | activity change (cytotoxicity), % at 5 µM;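 active = corrected activity change at or below -50% at 5 µM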
hiPSC survival = increases survival of single human iPS cells | hiPSC single-cell survival, ATPlite luminescence; 100% = ROCK inhibitor wells, 0% = DMSO | survival enhancement, % at 20 µM | 360,000 tested, 0.044% active; in the data active = survival enhancement above about 18%;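 note: cells exposed to compounds for 16 hours before the ATP read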
aDG glyco act = increases alpha dystroglycan glycosylation; Pro5-aDG cells, alpha-DG glycosylation AlphaScreen (IIH6); 0% Pro5, 100% B10-LARGE cell signal; activation, % at 10 µM; 360,000 tested, 0.22% active; AID 624168;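 active = activation of at least 8% versus controls, or a plate z-score of at least 8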;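 note: Pro5 are CHO cells carrying HIG-tagged alpha-DG that lacks glycosylation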
NR2E3 ag-1 = agonists of human NR2E3 nuclear receptor | CHO-S Gal4-NCOR/VP16-NR2E3 two-hybrid, luciferase | inhibition of corepressor binding, % at 3.98 µM | 360,000 tested, 0.35% active | AID 602229;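 active = inhibition above the mean of all tested compounds plus 3 SD, cut at about 70% in these data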;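 note: 0% = DMSO with NR2E3 transfected cells and 100% = cells lacking NR2E3 construct; higher means lower luciferase signal from less NR2E3 corepressor binding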
Target sequence (Q9Y5X4 whole entry, looked up, the tested form may be a part): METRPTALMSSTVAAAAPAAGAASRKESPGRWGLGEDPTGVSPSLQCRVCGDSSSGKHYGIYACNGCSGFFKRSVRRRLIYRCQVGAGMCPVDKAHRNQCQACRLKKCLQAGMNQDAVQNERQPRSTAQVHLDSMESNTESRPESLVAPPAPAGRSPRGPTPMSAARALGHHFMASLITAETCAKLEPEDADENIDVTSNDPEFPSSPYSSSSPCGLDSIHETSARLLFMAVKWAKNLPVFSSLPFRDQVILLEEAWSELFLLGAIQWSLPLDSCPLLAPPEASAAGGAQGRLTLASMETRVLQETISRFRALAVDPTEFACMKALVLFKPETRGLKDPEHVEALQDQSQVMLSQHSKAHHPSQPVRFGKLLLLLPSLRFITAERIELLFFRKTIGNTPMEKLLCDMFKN
HIF-2a block = HIF-2a inhibition. 360,000 tested, 0.72% active. inhibition, % at 18.8 µM. 786-0 RCC cells HIF-2a reporter, luciferase luminescence, overnight. AID 624352;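 active = inhibition of the luminescence signal of 40% or more relative to plate controls, in a single-dose primary screen at 18.75 µM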
MITF TRPM1 inh = inhibitors of MITF-driven TRPM1 promoter in melanoma cells. inhibition, % at 12.5 µM. 330,000 tested, 0.83% active. SK-MEL-5 TRPM1 promoter luciferase, 24 h;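 active = mean inhibition across replicates of 60% or more, whatever share of single replicates reaches that level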; note: values of inactives mirror those of a sister screen read the other way
Peg3 promoter = Peg3 promoter activity inhibition; HeLa PEG-Prom luciferase reporter, luminescence, overnight; inhibition, % at 20 µM; 360,000 tested, 1.7% active;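 active = inhibition of at least 50% at 20 µM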
NR2E3 ag-2 = activates human photoreceptor nuclear receptor NR2E3 | Q9Y5X4 | GST-NR2E3/biotin-RetCOR TR-FRET, 1536-well | inhibition of corepressor binding, % at 4.78 µM | 320,000 tested, 0.12% active | AID 2300;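 active = percent inhibition above the cutoff of mean plus 3 SD of all tested compounds, set per screening campaign, cut at about 20% in these data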;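 note: 0% = DMSO wells and 100% = biotin wells as full block of FRET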
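system = GST-tagged NR2E3 plus biotinylated RetCOR corepressor | input = 1.35 nM GST-NR2E3 | also added = 7 nM biotin-RetCOR | schedule = 5 h incubation at 4 °C | measured by = TR-FRET with europium anti-GST and streptavidin-D2, 340 nm excitation | read-out = percent loss of FRET ratio relative to control wells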
* marks the source's active call; other numbers are inactive results; nt = no result given.

Start of the data: the first ten entries as a preview:
SMILES	CF NFkB inh	TWEAK Fn14 block	Shn3 3UTR inh	KKLEB tox	hiPSC survival	aDG glyco act	NR2E3 ag-1	HIF-2a block	MITF TRPM1 inh	Peg3 promoter	NR2E3 ag-2
CCn1nnnc1NC(=O)c1cccc(OC)c1	2	10	6	1	0.9	-0.3	-31	-118	-40	-100	4
COCc1c(C(=O)OCC(=O)NCCN2C(=O)CSC2=O)oc2ccccc12	-2	-13	3	-7	0.7	0.2	27	13	8	10	0
Cc1cccc(OCC(=O)NCCCNC(=O)c2ccncc2)c1	18	-10	-1	5	-0.2	0.0	-18	17	-2	12	0
CC(=O)Nc1cccc(NC(=O)CCCC2CCCCC2)c1	-10	-5	2	-8	-0.6	0.1	-42	-148	-12	-73	-1
COC(=O)c1cccc(NC(=O)c2cnn(C)c2)c1	0	-2	-6	8	-0.5	0.0	-8	6	-10	6	-5
Cc1cc(C(=O)NNC(=O)c2ccc(Cl)cc2)no1	-14	-2	1	12	-0.3	-0.1	-3	-9	2	-13	-2
COc1cccc(-c2cnc(C(O)c3ccc(SC)cc3)[nH]2)c1 (stereo not drawn)	-11	-2	-21	1	3.8	-0.2	-4	-14	nt	1	nt
CC(=O)N(Cc1cc(=O)[nH]c2ccccc12)c1cccc(C)c1	4	1	7	0	3.5	-0.4	-5	19	13	28	2
O=C(CN1C(=O)C2CC=CCC2C1=O)Nc1nc(-c2ccc(F)c(F)c2)cs1 (stereo not drawn)	-31	17	51	14	-3.6	-0.1	6	-13	-1	4	nt
CNC(=S)NCCc1ccccc1	11	-3	7	-21	-0.5	-0.1	-10	3	-1	-4	-1

The whole of this part, repeating the preview:
SMILES	CF NFkB inh	TWEAK Fn14 block	Shn3 3UTR inh	KKLEB tox	hiPSC survival	aDG glyco act	NR2E3 ag-1	HIF-2a block	MITF TRPM1 inh	Peg3 promoter	NR2E3 ag-2
CCn1nnnc1NC(=O)c1cccc(OC)c1	2	10	6	1	0.9	-0.3	-31	-118	-40	-100	4
COCc1c(C(=O)OCC(=O)NCCN2C(=O)CSC2=O)oc2ccccc12	-2	-13	3	-7	0.7	0.2	27	13	8	10	0
Cc1cccc(OCC(=O)NCCCNC(=O)c2ccncc2)c1	18	-10	-1	5	-0.2	0.0	-18	17	-2	12	0
CC(=O)Nc1cccc(NC(=O)CCCC2CCCCC2)c1	-10	-5	2	-8	-0.6	0.1	-42	-148	-12	-73	-1
COC(=O)c1cccc(NC(=O)c2cnn(C)c2)c1	0	-2	-6	8	-0.5	0.0	-8	6	-10	6	-5
Cc1cc(C(=O)NNC(=O)c2ccc(Cl)cc2)no1	-14	-2	1	12	-0.3	-0.1	-3	-9	2	-13	-2
COc1cccc(-c2cnc(C(O)c3ccc(SC)cc3)[nH]2)c1 (stereo not drawn)	-11	-2	-21	1	3.8	-0.2	-4	-14	nt	1	nt
CC(=O)N(Cc1cc(=O)[nH]c2ccccc12)c1cccc(C)c1	4	1	7	0	3.5	-0.4	-5	19	13	28	2
O=C(CN1C(=O)C2CC=CCC2C1=O)Nc1nc(-c2ccc(F)c(F)c2)cs1 (stereo not drawn)	-31	17	51	14	-3.6	-0.1	6	-13	-1	4	nt
CNC(=S)NCCc1ccccc1	11	-3	7	-21	-0.5	-0.1	-10	3	-1	-4	-1
CC(Oc1ccccc1)C(=O)N1CCc2ccccc2C1 (stereo not drawn)	-8	2	-7	3	-0.2	0.1	-16	6	-5	8	2
O=C(CNCc1ccc(Cl)cc1)Nc1ccc(C(=O)N2CCCCC2)cc1	2	-4	9	0	0.0	0.2	-11	18	2	6	0
CCCn1c(/C=C/c2ccccc2)nc2ccccc21	-3	4	-66	-12	-3.3	0.1	-59	-136	-18	-200	2
O=C(CNS(=O)(=O)c1ccccc1)OCC(=O)c1ccc(F)cc1	-2	8	6	13	-0.5	0.0	-2	7	9	4	3
CCOc1ccc(Cn2c(=O)sc3ccccc32)cc1	14	-16	13	-8	-0.8	-0.1	-12	7	-4	6	4
COc1ccc(CCNC(=O)CCCCCN2C(=O)c3ccccc3C2=O)cc1OC	-4	13	-4	-9	2.3	-0.1	-4	11	2	12	1
CCCCOc1ccc(C(=O)OCC(=O)NC2CCCC2)cc1	-6	8	2	-5	-0.6	0.1	-12	9	-6	1	-1
O=C(NCc1ccco1)c1ccc(S(=O)(=O)N2CCCCCC2)cc1	-21	-8	-4	12	0.0	-0.2	-12	11	6	3	3
Cc1cc(C(=O)N2CCN(C(c3ccccc3)c3ccccc3)CC2)no1	9	16	10	7	0.4	0.1	-13	10	-3	15	-1
Cc1ccc(OCC(=O)Nc2cccc3ccccc23)c([N+](=O)[O-])n1	-2	-6	13	6	-0.2	0.4	24	-19	22	-15	nt
CC1(C)CC(=O)C(CCCN2C(=O)c3ccccc3C2=O)C(=O)C1	16	-17	-11	4	0.2	0.3	-15	-10	13	6	1
NS(=O)(=O)c1ccc(N=Cc2c(O)n(-c3nccs3)c(=O)c3ccccc23)cc1	-6	-29	3	5	-0.3	-0.1	4	7	-4	2	2
COc1ccc(OC)c(C(C)NC(=S)Nc2ccc(S(=O)(=O)Nc3ncccn3)cc2)c1 (stereo not drawn)	-12	-11	4	13	-0.4	-0.2	0	7	2	12	1
O=C(Nc1nnc([C@@H]2C[C@H](O)[C@@H](CO)O2)s1)c1cccc(Oc2ccccc2)c1	5	14	7	-4	0.0	-0.1	7	-2	nt	-44	nt
COc1ccc(OC)c(NC(=O)CSc2nc(=O)n(CCN3CCOCC3)c3c2CCCC3)c1	0	-1	0	6	-0.1	-0.1	0	12	-7	11	-1
Going on with the list:
SMILES	CF NFkB inh	TWEAK Fn14 block	Shn3 3UTR inh	KKLEB tox	hiPSC survival	aDG glyco act	NR2E3 ag-1	HIF-2a block	MITF TRPM1 inh	Peg3 promoter	NR2E3 ag-2
O=C(C1CCCN(Cc2ccccc2F)C1)N1CCc2ccccc2C1 (stereo not drawn)	2	-4	8	4	-0.3	0.0	-12	14	4	17	-1
Cc1ccc2c(CC(=O)Nc3ccc4nc(N5CCOCC5)sc4c3)coc2c1	-11	-2	-20	-4	3.0	-0.1	-35	-17	nt	-21	nt
C=CCNc1nc(C(=O)OC(C)C(=O)c2ccc(C)cc2)cs1 (stereo not drawn)	11	-28	6	-13	0.5	-0.4	4	-21	-36	-136	nt
C/C(N)=C(/C#N)C(=O)CSc1nc(-c2ccccc2)c(-c2ccccc2)o1	5	20	8	-5	-0.1	0.0	11	6	-17	24	2
CC[C@]12c3[nH]c4cc(CCC(=O)N(C)C)ccc4c3CCN1C(=O)[C@@H](CC(=O)NCCCN(C)C)C[C@@H]2C(=O)N1CCN(C(=O)c2ccco2)CC1	-22	11	-4	0	-0.8	0.0	-17	2	7	-1	nt
Cc1cc(C(=O)OCC(=O)NC(=O)c2cccn2C)c2ccccc2n1	-56	-34	-10	7	-0.7	0.0	-7	1	-11	6	-1
COc1ccc(N2CCN(C(c3nnnn3CCc3ccccc3)C(C)C)CC2)cc1 (stereo not drawn)	9	-2	-9	-5	-2.0	-0.7	-21	3	12	21	-2
CC(Oc1cccc(Cl)c1)C(=O)NCCCCc1ccccc1 (stereo not drawn)	-4	-8	-16	8	-1.2	0.0	-5	-7	10	3	1
Cc1cn(CC(=O)NCCCN2CCCC2=O)c(=O)[nH]c1=O	-1	11	-11	2	3.5	0.1	-16	3	-2	-17	nt
CCCc1nnc(NC(=O)CCC(=O)N2CCCCCC2)s1	1	2	10	4	2.2	0.2	-3	11	1	0	1
CN(CCOC(=O)c1ccc2c(c1)OCCO2)C(C)(C)C	18	-15	-10	-9	1.7	-0.2	-18	-25	-12	-11	2
CC(C)CN(c1ccccc1)S(=O)(=O)c1nnc(NC(=O)c2ccco2)s1	11	11	2	1	0.6	-0.3	16	12	-3	22	-3
NC(=O)C1(Nc2ccc(Br)cc2)CCCC1	2	-2	1	3	-0.5	0.2	-29	15	7	7	nt
CN=C(Nc1cc(C)nn1-c1ccccc1)c1ccc(F)cc1	11	-25	-40	-1	-1.6	0.0	-20	6	4	4	1
COc1ccc(CCNC(=O)C(=O)NCC2OCCN2S(=O)(=O)c2ccc(Br)cc2)cc1OC (stereo not drawn)	14	-12	8	-2	1.0	0.5	7	10	-7	3	1
FC(F)(F)c1ccc(N2CCOCC2)c(NC2=NCCCCC2)c1	-6	-7	6	-2	1.6	0.2	-6	4	-3	1	1
O=C(Cn1cc2c(n1)CCCCC2)NC1CCCCCC1	26	-13	-24	-9	0.7	-0.1	-64	-155	-51	-149	2
Cc1cc(C(=O)CSc2nc(N)cc(=O)[nH]2)c(C)n1CCc1ccc(Cl)cc1	-19	18	52	-5	-0.5	0.0	3	12	18	22	-1
Cc1ccc(CNC(=O)CSc2nnnn2C)cc1	-3	10	-2	14	-0.4	0.1	-12	-23	3	-10	-4
CN(C)c1ccc(C(=O)OCC(=O)Nc2ccc(S(N)(=O)=O)cc2)cc1	-1	-2	12	-7	2.2	6.0*	4	5	2	16	-21
CCC(CC)C(=O)Nc1nnc(-c2cccs2)s1	4	-17	-14	0	0.8	0.2	-29	-64	-3	-56	-2
Cc1ccc2c(c1)Oc1ccc(NC(=O)CCCl)cc1C(=O)N2	11	16	18	-25	-1.3	0.1	6	39	1	13	-1
Cc1ccc(CNC(=O)c2ccc(C#CC(C)(C)O)s2)cc1	-7	-3	-23	-1	-0.5	0.1	-29	-51	11	-47	2
CN(C)CCN(Cc1ccccc1)C(c1cc2ccccc2o1)c1nnnn1C(C)(C)C (stereo not drawn)	nt	-4	nt	nt	-0.6	0.2	-23	-3	nt	nt	nt
Cc1ccc(Nc2nc(NCCO)nc(N3CCCC3)n2)cc1	0	-14	1	-1	-1.3	0.1	19	-7	-6	10	-2
COc1cc(C)nc(N2CCC(C(N)=O)CC2)n1	15	8	3	-19	1.7	-0.3	-1	24	4	10	0
CC(=O)c1cccc(NC(=S)N2CCN(S(C)(=O)=O)CC2)c1	-11	-22	-6	7	-0.4	0.0	3	-25	-8	1	-2
O=C(Nn1cnc2ccccc2c1=O)c1ccccc1F	8	-11	-9	4	-0.1	-0.1	-34	-37	-2	-7	-4
COc1cccc(C(O)c2nc(-c3ccc4ccccc4c3)cs2)c1 (stereo not drawn)	-12	-36	-71	3	5.9	-0.2	-41	-266	nt	-250	nt
COc1ccc(-c2cc(C(=O)N3CCN(C(c4ccccc4)c4ccccc4)CC3)no2)cc1OC	-4	14	45	14	-0.9	0.1	-17	6	3	37	-2

Full records, looked up by structure. Order of values: CF NFkB inh	TWEAK Fn14 block	Shn3 3UTR inh	KKLEB tox	hiPSC survival	aDG glyco act	NR2E3 ag-1	HIF-2a block	MITF TRPM1 inh	Peg3 promoter	NR2E3 ag-2
`CN(CCOC(=O)c1ccc2c(c1)OCCO2)C(C)(C)C` in the list: 18	-15	-10	-9	1.7	-0.2	-18	-25	-12	-11	2
`FC(F)(F)c1ccc(N2CCOCC2)c(NC2=NCCCCC2)c1` in the list: -6	-7	6	-2	1.6	0.2	-6	4	-3	1	1
